Compound activity: PubChem BioAssay, National Center for Advancing Translational Sciences (NCATS)
USP1 inh: USP1/UAF1 (human) deubiquitinase inhibition | 0.23% of 390,000 active | Potency, µM (doses to about 57.1 µM), for inactives: at the highest dose activity change, negative = inhibition, hits mostly inhibitors | recombinant USP1/UAF1, Ub-Rhodamine cleavage fluorescence | O94782; note: potency is the fitted concentration of half-maximal effect; % is set by controls: 0 for no effect and ±100 for the full control effect; nearly all actives have a fitted effect of over 60% in size; inactives centre near -12
Target sequence (O94782 whole entry, looked up): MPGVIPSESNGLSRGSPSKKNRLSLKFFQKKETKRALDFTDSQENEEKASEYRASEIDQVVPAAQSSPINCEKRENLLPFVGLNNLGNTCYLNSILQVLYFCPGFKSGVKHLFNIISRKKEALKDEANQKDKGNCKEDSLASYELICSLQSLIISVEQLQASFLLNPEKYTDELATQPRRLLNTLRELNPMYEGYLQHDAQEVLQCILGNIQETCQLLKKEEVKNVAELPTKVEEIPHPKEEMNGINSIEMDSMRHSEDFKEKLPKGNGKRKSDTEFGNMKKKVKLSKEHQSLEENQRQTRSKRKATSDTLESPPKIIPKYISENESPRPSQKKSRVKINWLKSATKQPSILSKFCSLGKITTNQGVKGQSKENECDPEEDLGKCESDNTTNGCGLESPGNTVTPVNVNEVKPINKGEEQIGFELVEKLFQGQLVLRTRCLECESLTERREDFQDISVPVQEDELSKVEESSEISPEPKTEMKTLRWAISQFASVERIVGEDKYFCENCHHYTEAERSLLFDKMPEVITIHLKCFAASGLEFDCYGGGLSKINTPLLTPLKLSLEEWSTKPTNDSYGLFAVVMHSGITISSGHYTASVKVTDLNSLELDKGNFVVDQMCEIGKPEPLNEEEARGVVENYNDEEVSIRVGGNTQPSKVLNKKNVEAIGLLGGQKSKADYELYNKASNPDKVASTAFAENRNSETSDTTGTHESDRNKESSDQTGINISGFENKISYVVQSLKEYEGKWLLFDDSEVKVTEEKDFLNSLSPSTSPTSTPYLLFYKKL
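High-throughput fluorogenic screen: 1nM USP1/UAF1 complex, Ub-Rho substrate 150nM final, 50mM HEPES pH 7.8 with 0.5mM EDTA, 0.1 mg/ml BSA, 1mM TCEP and 0.01% Tween-20.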
IDH1 R132H inh: blocks human mutant IDH1 R132H enzyme; O75874; IDH1-R132H enzyme, NADPH consumption, diaphorase/resazurin fluorescence; Potency, µM (titrated, usually from 76.6 µM), for inactives: top-dose activity change, negative = inhibition, most hits filed as inhibitors; 0.093% of 390,000 active; AID 602179; note: potency is the fitted concentration of half-maximal effect; % is set by controls: 0 for no effect and ±100 for the full control effect; nearly all actives have a fitted effect of over 65% in size
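IDH1-R132H (0.5 ug/mL dispensed) in pH 7.5 Tris buffer was preincubated 30 min with compound, then given a substrate mix of 0.016 mM NADPH and 2 mM alpha-KG for 80 min at room temperature; remaining NADPH was read by diaphorase/resazurin fluorescence.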
PGK inhibitor: inhibitors of T. brucei phosphoglycerate kinase. P07378. PGK/GAPDH coupled, Kinase-Glo luminescence, 60 min. Potency, µM (top dose mostly 57.5 µM), for the others: at the highest dose activity change, negative = inhibition, most hits filed as inhibitors. 0.043% of 380,000 active. AID 602233; note: potency is the fitted concentration of half-maximal effect; % is set by controls: 0 for no effect and ±100 for the full control effect; nearly all actives have a fitted effect of over 60% in size
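Luminescent ATP detection (Kinase-Glo Plus) follows a 60-minute room-temperature incubation, with wells lacking PGK as controls. Buffer: 100 mM TEA (pH 7.6), 5 mM MgCl2, 0.01% Tween-20. Coupling enzyme GAPDH (100 nM final) supplies unstable 1,3-BPG in-well.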
HP1b binding inh: blocks HP1-beta chromodomain binding to methylated histone tails. 0.56% of 390,000 active. Potency, µM (top dose mostly 114 µM), without a hit: at the top dose activity change, negative = inhibition, hits mostly inhibitors. AlphaScreen HP1-beta / biotin-H3K9me3 peptide binding; note: potency is the fitted concentration of half-maximal effect; nearly all actives have a fitted effect of over 70% in size; inactives centre near 23
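HP1-beta protein (50 nM final) preincubated 30 min at room temperature with biotinylated H3(1-18)K9me3 peptide (50 nM) in PBS pH 7.4, 0.01% Tween-20, then compound added for 30 min. AlphaScreen streptavidin donor/nickel chelate acceptor beads (10 ug/mL final), 30 min dark, luminescence read.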
TrxR1 substrate: substrates of rat thioredoxin reductase 1 | O89049 | purified TrxR1 substrate turnover, NADPH consumption readout | Potency, µM (doses to about 114 µM), for inactives: at the highest dose activity change, negative = substrate turnover | 0.01% of 390,000 active | AID 588456; note: potency is the fitted concentration of half-maximal effect; % is set by controls: 0 for no effect and ±100 for the full control effect; nearly all actives have a fitted effect of over 50% in size
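Rat TrxR1, dispensed at 90 nM, was prereduced with 400 uM NADPH (final) for 5 min at ~22 deg C, then incubated with compound 15 min before 400 uM selenite. A first-read NADPH fluorescence drop versus no-compound background flagged substrates.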
TrxR1 inh: inhibitors of rat thioredoxin reductase 1. 1% of 390,000 active. recombinant rTrxR1, NADPH fluorescence consumption, selenite substrate. Potency, µM (series often up to 114 µM), inactives show at the highest dose activity change, negative = inhibition, most hits filed as inhibitors. O89049; note: potency is the fitted concentration of half-maximal effect; % is set by controls: 0 for no effect and ±100 for the full control effect; nearly all actives have a fitted effect of over 65% in size
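Rat TrxR1 (90 nM in the dispensed reagent) was pre-reduced with 400 uM NADPH for 5 min at room temperature, then incubated with compound for 15 min. After 400 uM selenite was added, NADPH fluorescence (Ex 340/Em 450 nm) was followed for 8 min.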
PI4K2A block: blocks human PI4K2A kinase activity; activity change, negative = inhibition, % at 76.9 µM; purified PI4K2A, ADP-Glo luminescence, 1 h; active compounds read low; Q9BTU6; 0.13% of 420,000 active; in the data active = activity change below about -50%; inconclusive = mostly about -30% to -49%;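 note: -100% = wells without enzyme as full effect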
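ADP-Glo luminescence measured ADP generated by PI4K2A enzyme (4 ug/mL before mixing) with 1.2 mM PI substrate (pre-mix) and 300 microM ATP (pre-mix). Tris pH7.5 buffer with MgCl2, Triton X-100; 1 h reaction at ambient temperature.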
GLS inh: glutaminase GLS (human) inhibition. Potency, µM (highest dose often 45.5 µM), for the others: at the highest dose activity change, negative = inhibition, usual class: inhibitors. 0.21% of 410,000 active. GLS enzymatic activity, qHTS titration; note: potency is the fitted concentration of half-maximal effect; % is set by controls: 0 for no effect and ±100 for the full control effect
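hKGA in 45 mM KH2PO4 pH 8.2, 0.02% Tween-20 with pin-transferred compounds; 1 mM L-glutamine (stock) plus glutamate oxidase/HRP/Amplex Red coupling added. Fluorescence read initially and after 30 min at RT.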
Pin1 inhibitor: blocks the human prolyl isomerase Pin1; 0.009% of 390,000 active; AID 504891; Potency, µM (top dose mostly 115 µM), without a hit: top-dose activity, negative = inhibition, most hits filed as inhibitors; Q13526; Pin1 FP peptide displacement, HiFluor488, 10 min; active = well fitted inhibition curve with a large enough effect in the polarisation, with a control signal flat, not every such curve was filed as active; inconclusive = small, poorly fitted or top-dose-only effect, or effect the other way, or a change in a side signal; inactive = no such curve, though single readings can be large or run the other way; the % refers to the polarisation; note: potency is the fitted concentration of half-maximal effect; % is set by controls: 0 for no effect and ±100 for the full control effect
Target sequence (Q13526 whole entry, looked up): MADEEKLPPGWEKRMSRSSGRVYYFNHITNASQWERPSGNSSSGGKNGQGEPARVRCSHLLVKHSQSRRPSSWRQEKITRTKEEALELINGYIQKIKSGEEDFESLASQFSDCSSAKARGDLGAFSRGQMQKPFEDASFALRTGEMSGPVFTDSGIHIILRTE
Numbers without * were called inactive; i = inactive; ? = inconclusive; · = not tested or not shown; & = joins results of further samples; [ ] = remark or other dose. Unless noted, calls come from the whole dose curve; as a rule, active = well fitted curve in the direction sought with a large enough effect; inconclusive = small, poorly fitted or top-dose-only effect, or another doubt; inactive = no such curve, though single readings can be large; an effect the other way counts as inactive or inconclusive. This is a subset, so the mix of outcomes need not match the whole.

HP1b binding inh,IDH1 R132H inh,PI4K2A block,USP1 inh,Pin1 inhibitor,GLS inh,TrxR1 inh,TrxR1 substrate,PGK inhibitor,smiles
72%[activator],23%,3,-14%,-4%,-3%,5%[57.1 µM],-3%[57.1 µM],i,Cc1cccc(N2CCN(C(=O)c3cc4c(=O)n(C)c5ccccc5c4n3C)CC2)c1C
11%,4%,0,-11%,0%,3%,-3%[57.1 µM],-1%[57.1 µM],-7%,O=C(Nc1ccccc1)N1CCCN(Cc2c(F)cccc2Cl)CC1
·,-3%,-2,5%,·,13%,·,·,6%,CC(=O)N1CCN(S(=O)(=O)c2cccc(C(=O)OCC(=O)NCc3ccccc3Cl)c2)CC1
5%,-17%,1,-5%,-2%,-4%,13%[57.1 µM],-3%[57.1 µM],-2%,CCCN1C(=O)CN(C2CCCCC2)C(=O)C1c1ccc(OC)c(OC)c1 (stereo unspecified)
22%,3%,-2,-5%,-5%,5%,-1%,0%,-10%,CCOc1ccc(Br)cc1S(=O)(=O)N1CCCC1
29%,5%,-2,-18%,-1%,-1%,-10%,-5%,i,O=C(CN1CCN(S(=O)(=O)c2ccc(Br)cc2)CC1)N/N=C/c1cccnc1
-3%,6%,0,-4%,?,-2%,17%[57.1 µM],8%[57.1 µM],i,O=CNc1ccc2c(c1)Cc1cc([N+](=O)[O-])ccc1-2
23%,0%,3,-10%,-1%,-2%,9%,3%,0%,O=c1[nH]ncc(NCc2ccc(Cl)cc2)c1Cl
50µM*,7%,15,-24%,-11%,13%,-2%[11.4 µM],9%[57.1 µM],-2%,C=CCOc1ccc(C=CC(=O)c2c(O)c(OC)c(OC)c(OC)c2OC)cc1
41%[activator],7%,2,-19%,-1%,-1%,-3%,35%,-2%,Cc1nc(C)c(C(=O)N/N=C/c2c[nH]c3ccccc23)s1
21%,-2%,-5,-22%,-11%,-5%,-52%,27%[57.1 µM],-4%,O=C(CN1CCN(C2CCCCC2)CC1)c1ccc2cc[nH]c2c1
19%,3%,4,-12%,5%,0%,41%[activator],19%,i,CC(=O)Nc1ccc(-c2csc(NC(=O)Cc3cccc(F)c3)n2)cc1
9%,4%,5,-18%,-4%,4%,7%[57.1 µM],10%[57.1 µM],0%,O=C(CCNC(=O)c1ccccc1)OCN1C(=O)c2ccccc2C1=O
·,?,12,-22%,·,-7%,·,·,i,O=C(CCl)N1c2ccccc2Sc2ccc3ccccc3c21
15%,4%,0,-16%,3%,0%,?,-3%,-2%,O=C(CN1C(=O)S/C(=C\C=C\c2ccccc2)C1=O)NC1CCS(=O)(=O)C1 (stereo unspecified)
9%,-17%,0,-19%,-10%,9%,31%,1%,-4%,Cc1ccc(S(=O)(=O)c2nnn3c2nc(N2CCN(c4ccccc4F)CC2)c2ccccc23)cc1C
23%,-1%,1,-6%,0%,12%,-16%,-14%,-8%,O=C(O)COc1ccc(/C=N/n2c(COc3ccccc3)nc3ccccc3c2=O)cc1
-8%[57 µM],8%,-8,-9%,6%,-12%,8%,-7%,-3%,COc1ccc(CN2CCCC(C(=O)c3ccc(SC)cc3)C2)cc1Cn1cccn1 (stereo unspecified)
23%,5%,1,-2%,0%,12%,-11%[57.1 µM],-5%[57.1 µM],3%,C=CCN1N=C(/C=C/c2ccccc2)CCC1=O
?,5%,-2,-16%,?,?,16%[57.1 µM],8%[57.1 µM],-10%,Cc1[nH]c2ccccc2c1/C=N/Nc1ccc([N+](=O)[O-])cc1
43%[activator],5%,1,-25%,2%,5%,14%,4%,-8%,COC(=O)[C@H](CC(C)C)NC(=O)Cn1cnc(C(=O)Nc2ccc(C)c(C)c2)n1
-9%,12%,-4,-1%,4%,0%,-3%[57.1 µM],4%,2%,Cc1ccc(Cc2ccc(C(=O)NNC(N)=S)o2)cc1
18%,2%,2,-11%,?,-10%,-7%[57.1 µM],-6%,4%,CSc1ccc(CN2C(=O)NC3(CCCCCC3)C2=O)cc1
22%,0%,-1,0%,-1%,-9%,1%,-8%,-4%,COC(=O)c1cc(OC)c(OC)c(OC)c1NC(=O)c1cc(=O)n(C)c(=O)n1C
25%,-1%,-3,-15%,80%[activator],-1%,5%,-6%,-5%,CCN1C(=O)[C@@H]2[C@@H](c3ccc(-c4ccc(Cl)c(Cl)c4)c(OC)c3)N3CCCC[C@@]3(C(=O)OC)[C@@H]2C1=O
10%,-2%,0,-10%,0%,-6%,14%[57.1 µM],-5%,·,CCN(CC)S(=O)(=O)c1ccc2oc(C(=O)NCc3ccc(C)cc3)c(C)c2c1
31%,2%,-3,-27%,-7%,3%,-10%,-1%,1%,CCC(C)(C)n1nnnc1C(c1ccccc1)N1CCc2ccccc2C1 (stereo unspecified)
17%,2%,6,-16%,-2%,3%,26%,6%,-1%,O=C(CNS(=O)(=O)c1cccs1)Nc1ccc2c(c1)OCCO2
38%,2%,9,-5%,-4%,0%,-13%[57.1 µM],0%[57.1 µM],-7%,CCCCOC(=O)n1c(SCC(=O)N(CC)CC)nc2ccccc21
5%,-1%,-1,-1%,-5%,-4%,27%,5%,·,COC(=O)c1[nH]c2c(c1C)C(=O)CC(c1ccccc1)C2 (stereo unspecified)
31%,4%,2,-17%,-10%,0%,9%,36%[activator],2%,CCc1cc(=O)oc2cc(OC(C)C(=O)NCc3ccccn3)ccc12 (stereo unspecified)
15%,-4%,-1,-10%,-11%,0%,17%[57.1 µM],-15%,-1%,CC1CCN(CCC(=O)N/N=C/c2ccc([N+](=O)[O-])cc2)CC1
46%,1%,1,-3%,-8%,3%,19%,7%,-1%,O=c1c2c(nc3nc(SCc4ccccc4)[nH]n13)CCC2
22%,8%,3,-17%,7%,15%,5%[11.4 µM],12%[57.1 µM],10%,O=C1C(=NO)CC(c2ccccc2)N1c1ccccc1 (stereo unspecified)
45%[activator],-1%,1,-10%,-6%,1%,0%,-3%,-3%,O=C(NC1CCN(Cc2ccccc2)CC1)C1CCN(S(=O)(=O)c2cccc3cccnc23)CC1
27%,2%,-3,-7%,-1%,-2%,-8%,-10%,-11%,COC(=O)CN(C(=O)CSc1nnc(-c2cccc(OC)c2)o1)c1ccc(OC)cc1
-38%,3%,-1,-19%,-12%,7%,11%,0%,5%,CCN(CC)CCOC(=O)CCc1cccc2ccccc12
67%[activator],-6%,-1,2%,-5%,4%,29%[57.1 µM],7%[57.1 µM],1%,O=C(NCc1ccc(Cl)cc1)c1cc2c(s1)CS(=O)(=O)C2
2%,5%,-19,-16%,10%,-2%,23%[57.1 µM],6%[57.1 µM],1%,Cn1ncc2c(O/N=C(\N)c3ccc(C(C)(C)C)cc3)ncnc21
3%,-2%,-6,-20%,-1%,?,9%,-2%,-6%,CCCn1c(=S)[nH]c2cc(Cl)ccc21
20%,-2%,3,-19%,-4%,2%,-16%,3%[57.1 µM],-8%,COc1cccc(-c2nc(CS(=O)(=O)CC(=O)NCCCOC(C)C)c(C)o2)c1
?,2%,6,-24%,-2%,1%,7%[57.1 µM],3%[57.1 µM],i,Cc1cc(C)c2sc(N3CCN(C(=O)c4ccc(N(C)C)cc4)CC3)nc2c1
24%,2%,-5,-16%,1%,-3%,8%,-11%,-10%,Cc1nnc(SCC(=O)N2c3ccccc3C(C)(c3ccc(Cl)cc3)CC2(C)C)s1 (stereo unspecified)
20%,-8%,0,-6%,-4%,21%,-1%[57.1 µM],5%[57.1 µM],-1%,CN(C)c1cccc2c(S(=O)(=O)NCc3ccc(S(N)(=O)=O)cc3)cccc12
50%[activator],5%,-6,-13%,2%,4%,25%,14%,-11%,CC(=O)Nc1nnc(SCC(=O)Nc2ccc(N3CCOCC3)c(Cl)c2)s1
41%[activator],5%,3,-15%,-6%,8%,-12%,1%,-5%,CCCCn1c(CN2CCN(CCO)CC2)nc2ccccc21
-8%,3%,-21,-7%,0%,17%,-8%,-5%,-1%,O=C(O)c1ccc(N/N=C2/CCSc3ccc(F)cc32)cc1
0%&19%,7%&6%,0&2,2%&-12%,2%&2%,5%&-14%,18%&-10%,-1%&-12%,4%,CCOc1ccc(CCNc2nc3ccccc3n3c(C)nnc23)cc1OCC
19%,1%,-3,-25%,0%,-4%,9%,25%,-10%,CCOc1ccc2oc(C(=O)OCC(=O)NC(=O)NC3CCCC3)c(C)c2c1
?,0%,-16,-16%,-9%,-10%,-1%,7%,0%,CCOc1cccc(C2C(C(=O)c3ccc(C)o3)=C(O)C(=O)N2c2nnc(C)s2)c1 (stereo unspecified)

Profiles as entered above. Order of screens: HP1b binding inh	IDH1 R132H inh	PI4K2A block	USP1 inh	Pin1 inhibitor	GLS inh	TrxR1 inh	TrxR1 substrate	PGK inhibitor
Record of O=C(O)c1ccc(N/N=C2/CCSc3ccc(F)cc32)cc1 : -8%	3%	-21	-7%	0%	17%	-8%	-5%	-1%
Record of Cc1cc(C)c2sc(N3CCN(C(=O)c4ccc(N(C)C)cc4)CC3)nc2c1 : ?	2%	6	-24%	-2%	1%	7%[57.1 µM]	3%[57.1 µM]	i
Record of CC1CCN(CCC(=O)N/N=C/c2ccc([N+](=O)[O-])cc2)CC1 : 15%	-4%	-1	-10%	-11%	0%	17%[57.1 µM]	-15%	-1%
